Source: PubChem BioAssay (several laboratories)
NR2E3 ag-1: agonists of human nuclear receptor NR2E3; inhibition of corepressor binding, % at 4.78 µM; Q9Y5X4; AID 2300; GST-NR2E3/biotin-RetCOR TR-FRET, 1536-well; hit rate 0.12% among 320,000;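 active = percent inhibition above the cutoff of mean plus 3 SD of all tested compounds, set per screening campaign, cut at about 20% in these data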;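 also: 0% = DMSO wells and 100% = biotin wells as full block of FRET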
Target sequence (Q9Y5X4 whole entry, looked up): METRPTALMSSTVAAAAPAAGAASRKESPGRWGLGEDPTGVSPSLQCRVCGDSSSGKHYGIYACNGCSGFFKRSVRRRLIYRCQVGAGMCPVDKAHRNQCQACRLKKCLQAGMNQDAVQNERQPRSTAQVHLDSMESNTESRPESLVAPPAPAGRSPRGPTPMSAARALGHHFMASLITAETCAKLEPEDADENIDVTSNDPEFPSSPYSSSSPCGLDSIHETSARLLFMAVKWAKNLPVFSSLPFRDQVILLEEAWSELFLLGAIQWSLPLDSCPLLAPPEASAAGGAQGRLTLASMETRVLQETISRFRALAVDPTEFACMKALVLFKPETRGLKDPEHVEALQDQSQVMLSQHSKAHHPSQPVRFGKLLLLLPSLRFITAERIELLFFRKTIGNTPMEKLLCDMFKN
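System: GST-tagged NR2E3 plus biotinylated RetCOR corepressor; Buffer or medium: pH 7.5 Tris-based buffer; Probe or stimulus: RetCOR corepressor, biotinylated, 7 nM; Doses: compound at 4.8 µM, single dose; Schedule: 5 h incubation at 4 °C; Technique: time-resolved FRET; Evaluation: percent inhibition of TR-FRET ratio; Replication: one well per compound, singlicate testing.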
C8 TRAIL sens: caspase-8 TRAIL sensitization; NB7+C8 cells + TRAIL, ATPlite viability luminescence; inhibition (viability loss, TRAIL sensitization), % at 10 µM; hit rate 1% among 360,000;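 active = compounds causing at least 50% loss of cell viability in the single-dose screen, relative to plate controls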
TROY NFkB inh: blocks TROY-dependent signaling in reporter cells. inhibition, % at 10 µM. Q293 LMP1-TROYcd NF-kB luciferase reporter, 4 h. hit rate 0.98% among 360,000. AID 1347056;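 active = compounds whose plate-normalised and pattern-corrected inhibition of the luciferase reporter signal at the single screening dose is 50% or more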
CF NFkB inh: cystic fibrosis NF-kB activation inhibition | KKLEB NF-kB-GFP reporter, PAF-induced, GFP fluorescence overnight | inhibition, % at 5 µM | hit rate 0.86% among 360,000 | AID 588850;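 active = at least 50% inhibition at 5 µM, scaled per plate between neutral and stimulator controls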;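 also: PAF is a Pseudomonas aeruginosa culture filtrate used as stimulus; plate controls were PAF-stimulated DMSO wells for no effect and unstimulated DMSO wells for full effect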
Shn3 3UTR inh: reduces Shn3 3'UTR luciferase signal in osteoblasts. Clone20 osteoblast Shn3 3'UTR firefly luciferase, 24 h. inhibition, % at 12.5 µM. hit rate 0.52% among 360,000;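 active = mean inhibition of at least 75% with every replicate also reaching 75%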;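 also: 0% = median of neutral control wells and 100% = pilot-screen positive control compound; some compounds past the cut are filed as inactive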
NR2E3 ag-2: human photoreceptor-specific nuclear receptor agonism | Q9Y5X4 | CHO-S Gal4-NCOR/VP16-NR2E3 two-hybrid, luciferase | inhibition of corepressor binding, % at 3.98 µM | hit rate 0.35% among 360,000 | AID 602229;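 active = inhibition above the mean of all tested compounds plus 3 SD, cut at about 70% in these data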;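 also: 0% = DMSO with NR2E3 transfected cells and 100% = cells lacking NR2E3 construct; higher means lower luciferase signal from less NR2E3 corepressor binding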
TWEAK-Fn14 inh: TWEAK-Fn14 signaling inhibition; AID 1159606; hit rate 2% among 360,000; TWEAK-stimulated Fn14 reporter cells, luciferase luminescence, 8 h; inhibition, % at 10 µM; in the data active = inhibition above about 50%
Peg3 prom inh: Peg3 promoter activity inhibition | HeLa PEG-Prom luciferase reporter, luminescence, overnight | inhibition, % at 20 µM | hit rate 1.7% among 360,000 | AID 588405;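 active = inhibition of at least 50% at 20 µM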
MITF TRPM1 inh: reduces MITF-dependent TRPM1 promoter luciferase signal | SK-MEL-5 TRPM1 promoter luciferase, 24 h | hit rate 0.83% among 330,000 | AID 488899 | inhibition, % at 12.5 µM;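 active = mean inhibition across replicates of 60% or more, whatever share of single replicates reaches that level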; also: values of inactives mirror those of a sister screen read the other way
KKLEB tox: counter-screen for CF NF-kB inhibitors: cytotoxicity; KKLEB CF airway cells viability, ATPlite luminescence, overnight; active compounds read low; cells stimulated with P. aeruginosa culture filtrate; activity change (cytotoxicity), % at 5 µM; hit rate 0.36% among 360,000; AID 602141;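 active = corrected activity change at or below -50% at 5 µM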
HIF-2a inh: HIF-2a inhibition. 786-0 RCC cells HIF-2a reporter, luciferase luminescence, overnight. inhibition, % at 18.8 µM. hit rate 0.72% among 360,000. AID 624352;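 active = inhibition of the luminescence signal of 40% or more relative to plate controls, in a single-dose primary screen at 18.75 µM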
* hit, by the source's call; · = no result given. This is a subset; count on the stated rates, not on these rows.

Start of the listing, in advance:
smiles,NR2E3 ag-2,Shn3 3UTR inh,C8 TRAIL sens,NR2E3 ag-1,TWEAK-Fn14 inh,KKLEB tox,TROY NFkB inh,CF NFkB inh,HIF-2a inh,Peg3 prom inh,MITF TRPM1 inh
COc1ccccc1CNc1nc(Nc2cccc(-c3cnco3)c2)c2sccc2n1,37,84,38,·,98*,-16,75*,22,-7,91*,·
COCc1c(C(=O)OC)nnn1-c1ccc(C(F)(F)F)cc1[N+](=O)[O-],-27,-3,8,-3,-3,6,14,11,14,2,9
O=C(CSc1nnc2ccccn12)c1ccc(Cl)cc1,-10,-41,0,-1,1,-1,-24,4,-130,-160,-36
Cc1nc(C)c(-c2ccnc(/N=C/NO)n2)s1,11,7,1,-1,-13,1,-21,-4,17,0,1
Cc1nc(SCC(=O)Nc2cccc(S(=O)(=O)N3CCOCC3)c2)nc(C)c1C,-11,-7,-3,·,-9,1,5,-3,10,20,2
O=C(Nc1cccc(Oc2ccc3c(c2)C(=O)NC3=O)c1)c1ccco1,10,3,1,-2,-8,-4,18,1,19,12,-2

Results, from the start:
smiles,NR2E3 ag-2,Shn3 3UTR inh,C8 TRAIL sens,NR2E3 ag-1,TWEAK-Fn14 inh,KKLEB tox,TROY NFkB inh,CF NFkB inh,HIF-2a inh,Peg3 prom inh,MITF TRPM1 inh
COc1ccccc1CNc1nc(Nc2cccc(-c3cnco3)c2)c2sccc2n1,37,84,38,·,98*,-16,75*,22,-7,91*,·
COCc1c(C(=O)OC)nnn1-c1ccc(C(F)(F)F)cc1[N+](=O)[O-],-27,-3,8,-3,-3,6,14,11,14,2,9
O=C(CSc1nnc2ccccn12)c1ccc(Cl)cc1,-10,-41,0,-1,1,-1,-24,4,-130,-160,-36
Cc1nc(C)c(-c2ccnc(/N=C/NO)n2)s1,11,7,1,-1,-13,1,-21,-4,17,0,1
Cc1nc(SCC(=O)Nc2cccc(S(=O)(=O)N3CCOCC3)c2)nc(C)c1C,-11,-7,-3,·,-9,1,5,-3,10,20,2
O=C(Nc1cccc(Oc2ccc3c(c2)C(=O)NC3=O)c1)c1ccco1,10,3,1,-2,-8,-4,18,1,19,12,-2
CC(=O)c1c(-c2ccc(Cl)cc2Cl)noc1C,-22,-19,-7,-1,-12,-15,-23,-3,7,1,7
Cc1nc(C(F)(F)F)ccc1C(=O)N1CCC1(C)C(=O)NCc1cccs1 (stereo not drawn),14,-16,-7,·,16,-2,8,28,20,10,·
Cc1cccnc1Nc1nc(-c2ccc(F)cc2)cs1,-193,-49,-3,2,4,-29,-17,-3,-326,-309,-69
C=CCNC(=S)NN(c1ccccc1)c1ccccc1,-15,-10,32,-1,11,-27,8,-4,10,10,-9
COc1ccc(C(=O)Nc2ccccc2-c2ccccc2)cc1Cl,3,15,15,1,5,4,5,-4,-5,-12,-5
Cc1ccc(S(=O)(=O)NC(C)C(c2cccs2)N2CCN(C)CC2)cc1 (stereo not drawn),-6,3,21,-3,9,7,8,8,-10,13,-11
CCN(CC)C(=O)Cn1cc(SCC(=O)Nc2cc(C)on2)c2ccccc21,-9,-7,17,1,-3,-8,22,4,8,22,16
O=C(CSc1nc(=O)n2ccccc2n1)N1CCN(c2ccccc2)CC1,16,12,11,7,1,12,9,-4,7,9,1
O=C(OCc1nnc(-c2ccc([N+](=O)[O-])cc2)o1)C1CCN(C(=O)c2ccc(Cl)cc2)CC1,-2,-10,5,·,-9,-17,-9,-14,-14,5,3
O=C(Cc1cccs1)N1CCN(S(=O)(=O)c2ccc(F)cc2)CC1,-12,-13,-10,-1,1,-5,-6,6,25,4,7
Cc1ccc(NC(=O)CS(=O)CC(=O)NCCCN(C)c2ccccc2)cc1 (stereo not drawn),-13,14,-6,1,15,-2,-23,4,5,-3,4
CC(=O)NC(c1cccc([N+](=O)[O-])c1)c1ccc2cccnc2c1O (stereo not drawn),-27,91*,6,·,29,-1,11,1,10,41,44
CCCCc1nc2cc(C(=O)NC(C)c3cnn(C)c3)ccc2o1 (stereo not drawn),-39,-104,20,-1,-1,14,-45,-20,-165,-172,-40
Cc1ccc(NC2=CC(=O)OC(C)C2)cc1 (stereo not drawn),1,10,5,-3,-7,10,-6,-7,10,9,-15
COCCn1c(C)cc(/C=C(\C#N)C(=O)OC(C)C(=O)Nc2ccc(NC(C)=O)cc2)c1C (stereo not drawn),1,-10,7,1,-25,3,-4,-6,-6,-46,0
O=C1N(CCCl)c2ccc(Br)cc2C12OCCO2,-14,0,-4,0,4,-5,-11,3,18,10,10
COc1ccccc1N1CCN(C(=O)CSc2ncnc3scc(-c4ccccc4)c23)CC1,-14,20,-5,4,44,-13,19,14,12,36,-5
CCOC(=O)C1=C(C)NC(C)=C(C(=O)OCC)C1C(=O)OCC(=O)NCCc1ccccc1,-5,-2,5,·,18,9,-12,-7,11,8,1
CCCOc1ccc(C2C(C(=O)c3cc4ccccc4o3)=C(O)C(=O)N2c2cc(C)on2)cc1OC (stereo not drawn),-24,-7,-14,17,-10,-25,-1,-7,6,1,-16

Three entries out of the list, arranged by number of heavy atoms, falling.
smiles,NR2E3 ag-2,Shn3 3UTR inh,C8 TRAIL sens,NR2E3 ag-1,TWEAK-Fn14 inh,KKLEB tox,TROY NFkB inh,CF NFkB inh,HIF-2a inh,Peg3 prom inh,MITF TRPM1 inh
Cc1nc(C(F)(F)F)ccc1C(=O)N1CCC1(C)C(=O)NCc1cccs1 (stereo not drawn),14,-16,-7,·,16,-2,8,28,20,10,·
COc1ccc(C(=O)Nc2ccccc2-c2ccccc2)cc1Cl,3,15,15,1,5,4,5,-4,-5,-12,-5
Cc1nc(C)c(-c2ccnc(/N=C/NO)n2)s1,11,7,1,-1,-13,1,-21,-4,17,0,1

Remaining list, next part
smiles,NR2E3 ag-2,Shn3 3UTR inh,C8 TRAIL sens,NR2E3 ag-1,TWEAK-Fn14 inh,KKLEB tox,TROY NFkB inh,CF NFkB inh,HIF-2a inh,Peg3 prom inh,MITF TRPM1 inh
N#Cc1ccccc1S(=O)(=O)N1CCN(C(=O)c2cn(-c3ccccc3)nc2-c2cccnc2)CC1,-12,12,5,-2,-12,-11,-13,5,-24,-10,-4
Cc1ccc(NC(=O)C2CCCN(S(=O)(=O)c3ccc4c(c3)oc(=O)n4C)C2)nc1 (stereo not drawn),-56,4,11,2,-5,10,7,14,3,19,7
CCOC(=O)Cn1cc(Cl)cc(C(=O)Nc2ccccc2)c1=O,-9,-14,12,1,-3,-2,5,10,-12,-19,-6
CCN(CC(=O)Nc1c(F)cccc1F)C(=O)CCNC(=O)c1ccccc1OC,13,-2,-4,0,7,-6,-11,7,8,11,-2
Fc1ccc(Nc2cncc(-c3ccsc3)c2)cc1Cl,-17,16,-4,·,-32,-5,-16,0,-78,-39,·
O=C(CSc1nnc(SCc2ccc(Cl)cc2)s1)N/N=C/c1c(Cl)cccc1Cl,-19,7,4,0,11,-12,-41,26,-130,-75,-20
COc1ccc2cnn(CCOc3cc(C)ccc3C(C)C)c(=O)c2c1OC,10,7,-9,-1,3,3,1,13,-17,-3,-2
Cc1ccc(NC(=O)CCCN2C(=S)NC(C)(C)CC2C)cc1 (stereo not drawn),-2,12,-3,2,-6,12,-23,-11,5,14,-11
CCOc1ccc(N(CC(=O)Nc2ccccc2C(=O)N2CCCC2)S(C)(=O)=O)cc1,-27,16,-10,4,1,12,-5,-13,5,-5,-1
CC(=O)c1cccc(N=C2NC(=O)C(CO)(CO)S2)c1,-14,-13,-2,3,4,-4,12,0,5,-52,4
COc1cccc(-c2cccc(-c3nc(C(=O)NCc4ccc5c(c4)OCO5)cc4c3[C@H](CCO)N(S(=O)C(C)(C)C)C4)c2)c1 (stereo partly drawn),-3,-5,-11,·,3,-12,4,17,4,-10,·
CCOC(=O)[C@]12CCC=C1N(Cc1ccccc1)C(=O)[C@H](CC(=O)NCc1ccc(C)o1)C2,-3,·,-6,·,14,·,-28,·,21,·,·
CCC(C)C1NC(=S)N(C2CCCCC2)C1=O (stereo not drawn),-9,-10,-13,-3,24,3,3,-7,3,5,-6
CCCOc1ccc(CCN2CCC(=O)NC2=O)cc1C,-3,-1,10,-2,4,6,-19,-14,-38,-26,-7
O=C(Cn1cnc2c(NCc3ccccc3)ncnc21)NCCN1CCOCC1,-13,-8,15,·,11,-11,12,4,2,7,-14
CC1(C(=O)Nc2cccc3c2CCCC3)CCN1C(=O)C1(c2ccc(Cl)cc2)CC1 (stereo not drawn),3,14,-8,·,11,-18,3,26,6,19,·
Cc1noc(C)c1COC(=O)c1csc2c1CCC(C)C2 (stereo not drawn),-23,28,0,0,-17,-18,-8,8,-16,-42,-3
CC(CC(=O)Nc1nncs1)c1ccccc1 (stereo not drawn),5,-2,-1,1,0,12,·,5,17,14,11
Cc1ccc2c(c1)N(Cc1cccc(F)c1)C(=O)C(C)O2 (stereo not drawn),27,-4,10,-4,-6,10,-25,-23,21,22,1
COc1ccccc1C1CCN(Cc2cccc(C(=O)N3CCC(O)CC3)c2)CC1,-27,7,6,2,15,5,12,-11,-2,-13,-5
COc1ccc(S(=O)(=O)N2CCCCC2)cc1NC(=O)CN1CCN(C(C)=O)CC1,-41,8,-4,2,10,-1,11,0,20,15,8
COC(=O)CN(C#N)c1nc(OC)nc(N(C)C)n1,23,-19,9,1,10,-2,-26,7,10,31,3
Oc1ccc(/C=N/NC(=S)Nc2cccnc2)c(O)c1,-37,22,80*,-4,-24,-5,-24,9,-68,-24,15
CN1CCN(CCC(=O)N/N=C/c2ccccn2)CC1,-21,-10,11,1,-10,2,-6,7,3,-7,4
CC(CC(=O)O)Nc1ccccc1O (stereo not drawn),2,7,-8,2,15,2,-3,-2,19,7,-2

Further structures.
smiles,NR2E3 ag-2,Shn3 3UTR inh,C8 TRAIL sens,NR2E3 ag-1,TWEAK-Fn14 inh,KKLEB tox,TROY NFkB inh,CF NFkB inh,HIF-2a inh,Peg3 prom inh,MITF TRPM1 inh
COc1ccc(C2/C(=C(/O)c3ccc4c(c3)CC(C)O4)C(=O)C(=O)N2CCCn2ccnc2)cc1OC (stereo not drawn),-9,-27,6,·,-2,2,4,-4,12,0,4
COc1ccc(NC(=O)CC2Nc3ccccc3NC2=O)c([N+](=O)[O-])c1 (stereo not drawn),-23,6,-16,0,-17,1,-26,0,-5,14,11
COc1cc(/C=C/C(=O)OCC(=O)Nc2cccc(F)c2)ccc1O,-3,3,-4,·,-27,4,-5,-17,2,-2,0
CCOc1ccccc1Nc1nnc(SCC(=O)NC(=O)c2cccn2C)s1,2,-11,1,-1,-11,2,-13,-5,11,-1,12
